# Assay outcomes: PubChem BioAssay, National Center for Advancing Translational Sciences (NCATS)
# AID inh: Primary qHTS assay for inhibitors of Activation Induced Cytidine Deaminase (AID): AID signal | Single-stranded DNA cytosine deaminase (Homo sapiens), Q9GZX7 | AID deamination FRET fluorescence, UDG-coupled, 4 h | Potency, µM (series often up to 115 µM), without a hit: at the top dose activity change, negative = inhibition, most hits filed as inhibitors | actives 0.32% (n = 91,000) | AID 1347428, 2020; note: nearly all actives have a fitted effect of over 25% in size
# Target sequence (Q9GZX7 whole entry, looked up): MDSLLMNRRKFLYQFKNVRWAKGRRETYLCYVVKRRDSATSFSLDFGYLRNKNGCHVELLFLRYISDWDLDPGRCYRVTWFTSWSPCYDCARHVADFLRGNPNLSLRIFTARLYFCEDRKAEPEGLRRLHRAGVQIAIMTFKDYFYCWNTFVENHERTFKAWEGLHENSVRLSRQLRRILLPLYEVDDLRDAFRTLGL
# UDG counterscr: Primary qHTS assay for inhibitors of Activation Induced Cytidine Deaminase (AID): UDG Counterscreen signal; FRET deamination/UDG coupled assay, UDG read, 4 h; Potency, µM (series often up to 115 µM), for inactives: top-dose activity change, negative = inhibition, hits mostly inhibitors; actives 0.14% (n = 91,000); note: nearly all actives have a fitted effect of over 65% in size
# * = called active by the depositor; u = inconclusive; [ ] = another dose, or the depositor's remark. Calls come from the whole dose curve; as a rule, active = well fitted curve in the direction sought with a large enough effect; inconclusive = small, poorly fitted or top-dose-only effect, or another doubt; inactive = no such curve, though single readings can be large; an effect the other way counts as inactive or inconclusive. % is set by controls: 0 for no effect and ±100 for the full control effect; potency is the fitted concentration of half-maximal effect.
SMILES,AID inh,UDG counterscr
CCOC(=O)c1c(NC(=O)c2cc(C(C)C)on2)sc(C(C)=O)c1C,6%,3%
CCCN1C(=O)C(C)=C(C)C1c1cn(C)c2ccccc12 (configuration not stated),8%,-2%
O=C(NCC(c1cccnc1)N1CCc2ccccc2C1)C(=O)Nc1ccccc1 (configuration not stated),87%[activator],11%
Cc1ccc(-n2c(C)nc3c(cnn3-c3ccccc3)c2=O)cc1,u,-8%
Cc1ccc(-c2nc(CCNC(=O)C(=O)Nc3c(C)cccc3C)cs2)cc1,6%,-2%[57.5 µM]
Cc1cc(C)cc(NC(=O)Cn2cc(C(=O)c3cccs3)c3ccccc32)c1,-20%,1%
Cc1ccc(C)c(/C=C/c2ccc3cccc(O)c3n2)c1,49%[activator],-5%
COc1ccc(-n2nc(C(=O)N3CCN(c4cccc(C(F)(F)F)c4)CC3)c3c4ccccc4n(C)c3c2=O)cc1Cl,-4%,1%
Cc1ccc(N2CCN(C(=O)CCc3c(C)nc4ncnn4c3C)CC2)c(C)c1,-18%,-10%
Cc1ccc(Nc2sc(C(=O)c3ccccc3)c(N)c2C(N)=O)cc1,55%[activator],-21%
COc1cc(C(=O)Nc2ccc(NS(C)(=O)=O)cc2)cc2c1OCCO2,15%,-3%
COC(=O)C(C)(C)NC(=O)CCNC(=O)C1CCCC1,2%,-1%
COc1ccc(CCNc2nc(-c3ccc(F)cc3)cc(C(F)(F)F)n2)cc1OC,-5%,2%
CN1CCN(c2nc3c(c(=O)n(C)c(=O)n3C)n2CC(N)=O)CC1,1%,12%
COc1ccc(OC)c(Nc2nc(NCCc3ccccc3)nc3c2cnn3-c2ccccc2)c1,-16%,-12%
O=c1nc(-c2ccccc2)c2cc(Br)ccc2[nH]1,-1%,5%
CC(C)(C)C(=O)NC(NC(=O)C(C)(C)C)c1ccc(F)cc1,6%,5%
COc1ccc(CNC(=O)Cn2c(=O)n3nc(-c4cccc(F)c4)nc3c3ccccc32)cc1OC,-2%,-16%[57.5 µM]
O=C(NC1CCN(Cc2cccc(C(F)(F)F)c2)CC1)C1CCCCC1,0%,2%
COCCNC(=O)CSc1cc(C)c2ccccc2n1,5%,1%
Cc1sc(N)nc1Cc1ccccc1,2%,2%
COc1ccc(CN(C(=O)Nc2ccccc2)c2ccccn2)cc1OC,-19%,-28%
CCN1C(=O)c2ccccc2S(=O)(=O)c2ccc(C(=O)NCc3ccc(OC)cc3)cc21,u,-12%
CCCOc1cccc(C(=O)Nc2cc(-c3nc4ncccc4o3)ccc2OC)c1,-17%,-15%
CCOC(=O)N1CCc2c(sc(NCc3cccc(F)c3)c2C(=O)Nc2ccc(OC)cc2OC)C1,100%,u
CCN(CC1CCCO1)S(=O)(=O)c1cccc(C#N)c1 (configuration not stated),3%,-2%
Fc1ccccc1Cc1cn2cc(-c3ccc(Cl)cc3)nc2s1,5%,-5%
O=C(CSc1ccc2c(c1)CCC2)Nc1ccc2c(c1)OCCCO2,-1%,1%
Cc1ccc(-c2ccc(=O)n(Cc3noc(C(=O)NCc4cccs4)n3)n2)cc1,-1%,27%
Cc1ccccc1OCc1nnc(SCC(=O)N2CCc3ccccc3C2)n1C,-12%,37%[activator]
Cc1ccc(NC(=O)C2=CC(c3ccc4c(c3)OCO4)=NS(=O)(=O)N2C)cc1,18%,10%
CC(=O)OCc1cc(=O)n2nc(C3CCCCC3)sc2n1,37%[activator],22%
CCOC(=O)c1ccc(NC(=O)Cn2cnc3sc(C(=O)OCC)c(C)c3c2=O)cc1,-27%,-11%
CCOc1cc(CNc2ccc(N3CCOCC3)c(C(=O)O)c2)cc(Br)c1OCC,3%,-4%
N#Cc1cccc(C(=O)OCc2ccccn2)c1,-2%,-8%
Cc1cc(C)c(S(=O)(=O)Nc2cccc(-c3cn4ccccc4n3)c2)c(C)c1,-12%,-8%
CCOc1ccc(-c2nonc2NC(=O)c2oc3cc(C)ccc3c2C)cc1,-13%,-6%[57.5 µM]
O=C(NCCc1ccccc1)Nc1cccc(CN2CCOC2=O)c1,66%[activator],-7%
CCc1cc2c(cc1C1(C)OCC(C)O1)C(C)(C)CCC2(C)C (configuration not stated),3%,1%
CCc1ccc(-c2csc(/C(C#N)=C/Nc3ccccc3C(C)C)n2)cc1,1%,-1%

# Three of the entries above in order of their number in AID inh, smallest number first:
molecule | AID inh
CCOc1ccc(-c2nonc2NC(=O)c2oc3cc(C)ccc3c2C)cc1 | -13%
Cc1cc(C)c(S(=O)(=O)Nc2cccc(-c3cn4ccccc4n3)c2)c(C)c1 | -12%
CCc1cc2c(cc1C1(C)OCC(C)O1)C(C)(C)CCC2(C)C (configuration not stated) | 3%

# Other results:
SMILES,AID inh,UDG counterscr
CSc1nc(C)cc(Nc2c(C)cc(C)cc2C)n1,-11%,-5%
Cc1csc(NC(=O)c2ccc(Oc3ccc(F)cc3Br)nc2)n1,-3%,12%
COC(=O)C1=CN(C(C)C)C=C(C(=O)OC)C1c1ccsc1,-1%,9%
Cc1cc(C)cc(-n2c(SCC(=O)NCC3CCCO3)nc3c([nH]c4ccccc43)c2=O)c1 (configuration not stated),18%,2%
Cc1ccc(N(CC(=O)Nc2ccc(C)c(Cl)c2)S(=O)(=O)c2cccs2)cc1,22%,4%
CCc1ccc2oc(=O)cc(CN3CCN(CC(=O)N4CCCCC4CC)CC3)c2c1 (configuration not stated),-4%,6%
COc1ccc(NC(=O)CCCN2C(=O)C(c3ccccc3)Oc3cccnc32)c(OC)c1 (configuration not stated),9%,6%
CC(C)C[C@H](Nc1ncnc2sc3c(c12)CCCC3)C(=O)O,26%,1%
COc1ccc(CN(C)C(=O)C2CCN(C(=O)c3ccc(OC)c4ccccc34)CC2)cc1,-14%,0%
CC(=O)c1ccc(NC(=O)CN(C)S(=O)(=O)c2cc3c(cc2Cl)NC(=O)CO3)cc1,15%,5%
CCCCn1c(=O)c2oc3ccccc3c2n(CC(=O)Nc2cc(C)ccc2C)c1=O,-2%,-15%
COc1cccc(CCNC(=O)c2c(O)nc3ccccn3c2=O)c1,27%,-5%
CC(C)Oc1ccc(CNC(=O)CCCn2c(=O)c3cccn3c3cccnc32)cc1,-3%,-4%
O=C(Cn1nnc(-c2ccc(C(F)(F)F)cc2)n1)NCCc1ccccc1,-2%,-2%
COc1ccccc1NC(=O)c1sc2nc(C)c(C(=O)Nc3ccc(C)cc3C)c(-c3ccc(Br)cc3)c2c1N,12%,3%
CC(O)CNc1nc(-c2ccco2)c2c(c1C#N)CCCC2 (configuration not stated),-4%,-9%
CC(SC1CCCC1)C(=O)Nc1ccc(Cl)cc1Cl (configuration not stated),-4%,-9%
Cc1ccc(Cl)cc1NC(=O)C(C)n1nnc2sc3c(c2c1=O)CCCC3 (configuration not stated),0%,-1%
O=C(Nc1nnc2n1CCS2)c1ccccc1C(F)(F)F,7%,-5%
CC(C)=CCC/C(C)=C/C=N/NC(=S)Nc1ccccc1,-2%,-2%
CCc1ccc(-n2c(=O)c3cccnc3n2CC(=O)NCc2ccc(C)cc2)cc1,7%,2%
Cc1cc(=O)oc2cc(OCC(=O)NC3CCN(Cc4ccccc4)CC3)ccc12,-2%,4%
O=C(CC(c1cccs1)N1Cc2ccccc2C1=O)Nc1ccccc1 (configuration not stated),1%,-13%
Cc1cccc(-c2nc3nc(C)cc(N4CCN(c5ccccc5)CC4)n3n2)c1,6%,5%
CCOc1ccc(Br)cc1S(=O)(=O)Nc1cccc(-c2ccc(OC)nn2)c1,-3%,-6%
C=Cc1ccc(Cn2ccn(-c3ccc(F)c(F)c3)c(=O)c2=O)cc1,55%[activator],10%[57.5 µM]
O=S(=O)(Nc1ccc(-c2ccc(N3CCCC3)nn2)cc1)c1ccccc1Cl,-18%,0%
CC(C)CN1CCc2nc(Nc3ccc(F)cc3F)ncc2C1,4%,-9%
CCCCOC(=O)c1ccc(NC(=O)c2cc(-c3cccs3)on2)cc1,-1%,u
Cc1ccc(NC(=O)c2c(C)nc3sc(C(=O)Nc4ccc(F)cc4)c(N)c3c2-c2ccc(C)o2)c(C)c1,216%[activator],-2%
CCOc1ccccc1NC(=O)CC1C(=O)Nc2nc3ccccc3n21 (configuration not stated),-6%,-5%
O=S(=O)(c1ccc(Br)cc1)N1CCN(C/C=C/c2ccccc2)CC1,-18%,u
COc1ccccc1CNC(=O)C1CCN(c2nnc(C)c3c(C)n(-c4ccccc4)nc23)CC1,3%,4%
CCCCNc1nc2c(S(=O)(=O)c3ccc(Cl)cc3)nnn2c2ccsc12,-10%,u
CC(C)Cn1c(=O)c2sccc2n2c(CCCC(=O)NCCc3ccc(Cl)cc3)nnc12,-5%,-2%
COc1cc(/C=C(/C#N)c2ccccn2)ccc1OCC(F)(F)F,-12%,-15%
CCOc1cc2cc(C(=O)c3cc(C)ccc3O)cnc2cc1OCC,5%,2%
COc1ccc(NC(=O)CCCSc2nc(-c3ccco3)cc(C(F)(F)F)n2)cc1,33%[activator][57.5 µM],6%[57.5 µM]
CCCCCCNC(N)=S,-8%,-9%
CCN1C(=O)COc2ccc(NC(=O)c3cc(=O)c4cc(Cl)c(C)cc4o3)cc21,2%,-3%

# Copied from the results shown, 22 compounds:
SMILES,AID inh,UDG counterscr
CC(O)CNc1nc(-c2ccco2)c2c(c1C#N)CCCC2 (configuration not stated),-4%,-9%
CC(SC1CCCC1)C(=O)Nc1ccc(Cl)cc1Cl (configuration not stated),-4%,-9%
Cc1ccc(Cl)cc1NC(=O)C(C)n1nnc2sc3c(c2c1=O)CCCC3 (configuration not stated),0%,-1%
O=C(Nc1nnc2n1CCS2)c1ccccc1C(F)(F)F,7%,-5%
CC(C)=CCC/C(C)=C/C=N/NC(=S)Nc1ccccc1,-2%,-2%
CCc1ccc(-n2c(=O)c3cccnc3n2CC(=O)NCc2ccc(C)cc2)cc1,7%,2%
Cc1cc(=O)oc2cc(OCC(=O)NC3CCN(Cc4ccccc4)CC3)ccc12,-2%,4%
O=C(CC(c1cccs1)N1Cc2ccccc2C1=O)Nc1ccccc1 (configuration not stated),1%,-13%
Cc1cccc(-c2nc3nc(C)cc(N4CCN(c5ccccc5)CC4)n3n2)c1,6%,5%
CCOc1ccc(Br)cc1S(=O)(=O)Nc1cccc(-c2ccc(OC)nn2)c1,-3%,-6%
C=Cc1ccc(Cn2ccn(-c3ccc(F)c(F)c3)c(=O)c2=O)cc1,55%[activator],10%[57.5 µM]
O=S(=O)(Nc1ccc(-c2ccc(N3CCCC3)nn2)cc1)c1ccccc1Cl,-18%,0%
CC(C)CN1CCc2nc(Nc3ccc(F)cc3F)ncc2C1,4%,-9%
CCCCOC(=O)c1ccc(NC(=O)c2cc(-c3cccs3)on2)cc1,-1%,u
Cc1ccc(NC(=O)c2c(C)nc3sc(C(=O)Nc4ccc(F)cc4)c(N)c3c2-c2ccc(C)o2)c(C)c1,216%[activator],-2%
CCOc1ccccc1NC(=O)CC1C(=O)Nc2nc3ccccc3n21 (configuration not stated),-6%,-5%
O=S(=O)(c1ccc(Br)cc1)N1CCN(C/C=C/c2ccccc2)CC1,-18%,u
COc1ccccc1CNC(=O)C1CCN(c2nnc(C)c3c(C)n(-c4ccccc4)nc23)CC1,3%,4%
CCCCNc1nc2c(S(=O)(=O)c3ccc(Cl)cc3)nnn2c2ccsc12,-10%,u
CC(C)Cn1c(=O)c2sccc2n2c(CCCC(=O)NCCc3ccc(Cl)cc3)nnc12,-5%,-2%
COc1cc(/C=C(/C#N)c2ccccn2)ccc1OCC(F)(F)F,-12%,-15%
CCOc1cc2cc(C(=O)c3cc(C)ccc3O)cnc2cc1OCC,5%,2%

# Later entries.
SMILES,AID inh,UDG counterscr
COc1ccc(C(C)=O)cc1COC(=O)Cc1ccc(Cl)cc1Cl,-14%,0%
Brc1cccc(-c2nc(-c3cccnc3)no2)c1,-15%,-6%
CCSC1=NC2(CCN(C(=O)NC3CCCCC3)CC2)N=C1c1ccc(OC)cc1,-16%[57.5 µM],-18%[57.5 µM]
Cc1ccc(C2C=C(c3ccc(Cl)cc3)Nc3nc(NC(=O)c4ccco4)nn32)cc1 (configuration not stated),u,u
CC(C)(C)c1ccc(C(=O)Oc2ccc(/C=N/O)cc2)cc1,3%,6%
Cc1ccc(C(=O)/C=C/c2ccc3oc4ccccc4c3c2)cc1,-2%,7%
O=C(CCCCn1c(=O)c2ccccc2n(Cc2cccc(F)c2)c1=O)NCCc1ccccc1,14%,-10%
COc1ccc(C(=O)C(C)OC(=O)Cc2ccc(OC)c(F)c2)cc1 (configuration not stated),24%,14%
CC(C)CCNc1nc(C(=O)Nc2nccs2)cs1,4%,6%
CCOc1ccc(C(=O)Nc2onc3c2CCCC3)cc1,3%,-12%

# The list is partial, so the mix of outcomes need not match the whole.
